Source: PubChem (University of Kansas High Throughput Screening Laboratory)
Pf apPOL block: Pf-apPOL DNA polymerase inhibition; hit rate 0.25% among 210,000; inhibition, % at 10 µM; AID 1794808; Recombinant Pf-apPOL, molecular beacon fluorescence, 1.5 h
mHTT CaM bind: mHTT-calmodulin interaction abrogation. AID 1671202. hit rate 3.6% among 190,000. AlphaScreen His-mHTT/GST-CaM binding, luminescence. inhibition, % at 15 µM;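 note: 0% = both proteins with DMSO and 100% = one protein alone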
Starred values were filed as active, the others as inactive; i = inactive; x = not tested or not shown; & = joins results of further samples. Cut-off read from the data, not from the text of the source: active = inhibition above about 50%; inactive = the rest.

SMILES	Pf apPOL block	mHTT CaM bind
Cc1ccc(-n2nc(C)c3sc(N4CCCC(C(=O)NC(C)(C)C)C4)nc32)cc1 (stereo not drawn)	2	5
N#Cc1c(NC(=O)CO/N=C/c2ccccc2)sc2c1CCCC2	1	i
N#CC1=C(N)Oc2c([nH]c(=O)[nH]c2=O)C1c1ccc([N+](=O)[O-])cc1 (stereo not drawn)	-2	-4
O=C(O)CCC(=O)N1N=C(c2ccc(Br)cc2)CC1c1cccs1 (stereo not drawn)	5	10
COCCn1cc2c3c(cccc31)CN(C(=O)Nc1cccc(Cl)c1)CC2	-4	3
CC(C)CCNC(=O)C1CCCN(c2nc3ccsc3c(=O)n2Cc2ccccc2)C1 (stereo not drawn)	-7	14
CCOc1ccc(Br)cc1C=Nc1c(C)n(C)n(-c2ccccc2)c1=O	6	4
CC(C)C[C@@H](CO)N1CCN(CC(C)C)CCC1=O	-5&-2	1&-4
CCSc1nc(O)cc(=O)n1-c1ccc(OC)cc1	-1	6
COc1ccc(N(CC(=O)Nc2ccc(Br)cc2)S(C)(=O)=O)cc1OC	-5	5
Cc1ccc(C)c(CNC(=O)C2CCc3nc(N4CCOCC4)ncc3C2)c1 (stereo not drawn)	-6	3
OCCN1CCn2c(nc3cc(Cl)ccc32)C1	-4	10
Cc1oc(C2CCN(C(=O)C(C)(C)C)CC2)nc1C(=O)N1CCOCC1	-2	1
O=[N+]([O-])c1cccc(C=Nc2nnc(-c3ccccc3)s2)c1	-3	6
CCOc1c(N2CCSCC2)c(=O)c1=O	-5	x
COc1ccccc1C1CCN(C(=O)C(C)N2CCN(c3ccc(C(F)(F)F)cn3)CC2)CC1 (stereo not drawn)	-18	x
CCOC(=O)c1ccc(NC=C2C(=O)OC(C)(C)OC2=O)cc1	-4	-6
CC1C(=O)N(c2ccc(Br)cc2)CCN1C(=O)c1cccs1 (stereo not drawn)	-8	0
O=c1oc(-c2ccc(Cl)cc2)nnc1-c1ccccc1	11	x
COc1ccc(S(=O)(=O)N(Cc2ccsc2)Cc2ccco2)cc1Cl	-4	-9
Cc1ccnc(NC(=O)Cn2cccc2-c2nc(-c3ccccc3)cs2)c1	-1	54*
O=C(NCCC(O)c1ccoc1)c1ccc2c(c1)OCO2 (stereo not drawn)	-1	2
CC1=CC(C)C2(COC(CN3CCOCC3)OC2)C(C)C1 (stereo not drawn)	-4	11
COc1ccc(OC)c(-c2n[nH]c(C)c2NC(=O)C(C)C)c1	1	9
CSc1cccc(NC(=O)CSc2nnc(-c3ccc(OCC(F)(F)F)nc3)n2-c2ccc(Cl)cc2)c1	2	x
c1ccn2cc(C34CC5CC(CC(C5)C3)C4)cc2c1	-2	6
COc1ccc(Cl)cc1NC(=O)Cn1nc([N+](=O)[O-])cc1C	0&-3	1&-3
CC(=O)c1ccc(C#Cc2ccccc2)s1	2&4	x
CCOC(=O)CCC(C#N)(c1ccc(Cl)cc1)N1CCOCC1 (stereo not drawn)	-4	x
CN(C(=O)c1noc2c1CCCC2)c1ccccc1Cl	-2	-7
COc1ccc2nc(N3CCCC(C(=O)NCCc4ccccc4)C3)[nH]c2c1 (stereo not drawn)	-8	15
CCOc1ccc2nc(NC(=O)c3ccccc3)sc2c1	0	-20
CCC(=O)NC(c1ccco1)c1cc(Cl)c2cccnc2c1O (stereo not drawn)	6&13	100*
COCCNc1nc(-c2ccccc2Cl)nc2ccccc12	-3	-8
CCCn1c(=N)c(C(=O)NCC)cc2c(=O)n3ccccc3nc21	-4	2
CCOc1ccc(C2CC(=O)C3=C(C2)Nc2ccccc2NC3c2cccc(O)c2)cc1OC (stereo not drawn)	-7	16
COc1cc(COCC2CCN(C(=O)C34CC5CC(CC(C5)C3)C4)CC2)cc(OC)c1	-8	-9
O=C(NCc1ccccc1Cl)C(=O)NCC1CCN(C(=O)c2ccccc2F)CC1	-5	-1
COc1ccccc1NC(=O)C1=C(C)NC(=O)NC1c1cccs1 (stereo not drawn)	2&-2	-12&-10
CCn1cc2c3c(cccc31)CN(C(=O)NCc1ccc(OC)cc1)CC2	-4	23
CCC(=O)N1CCN(c2nc3c(s2)CC(C(=O)Nc2cc(F)cc(F)c2)CC3)CC1 (stereo not drawn)	-3	10
CCOC(=O)c1ccc(OCC2c3cc(OC)c(OC)cc3CCN2C(=O)C2CC2)cc1 (stereo not drawn)	-2	23
O=C(Nc1cccc(NC(=O)c2ccccc2Cl)c1)c1ccc([N+](=O)[O-])cc1	6	20
CCOc1cc(C(=O)Nc2nccs2)cc(OCC)c1OCC	-11	2
O=C(c1cccs1)N1CCCCCC1	-7	-4
Cc1ccc(N2C(=O)CSC2=NC(=O)Nc2ccccc2)c(C)c1	2	10
COc1cccc(NC(=O)C(=O)NCC(C)O)c1 (stereo not drawn)	-6	-1
COc1ccc(C2SCCN2S(=O)(=O)c2ccc([N+](=O)[O-])cc2)cc1 (stereo not drawn)	12	-6
CCC(Sc1nnc(COc2ccccc2C)n1C)C(=O)Nc1ccc(C(C)=O)cc1 (stereo not drawn)	-3	14
CC1CCCC(C)N1C(=O)c1nn2c(c1Cl)NC(c1cccs1)CC2C(F)(F)F (stereo not drawn)	-1	38
CCc1ccc(NC(=O)N2CCCC2c2nc(-c3ccccc3OC)no2)cc1 (stereo not drawn)	-1	4
CC(C)C(=O)NCCc1csc(C2CCCN(C(=O)c3cccs3)C2)n1 (stereo not drawn)	8	-2
CCOc1ccc(N2C(=O)CCC2(C)C(=O)NCCC(C)C)cc1 (stereo not drawn)	-3	-2
CC(=O)N1CCc2[nH]c3ccc(C(=O)NCc4ccc(N5CCCC5)cc4)cc3c2C1	-2	89*
O=S(=O)(Nc1cc(Cl)cc(Cl)c1)c1cccs1	x	-9
CCC(=O)N1CCCn2nc(-c3cccc(OC)c3)cc2C1	-3	-8
CCN1C(=O)COc2ccc(-c3noc(-c4cccc(C)c4)n3)cc21	0	-3
Cc1ccccc1N1C(=O)C2C3CC(=O)C(c4ccccc43)C2C1=O (stereo not drawn)	-2	-5
O=C(NCc1ccco1)c1cc2c(s1)CCN(C(=O)c1ccc(Cl)cc1)C2	1	6
COCCNC(=O)C1Cc2ccccc2N2CCN(c3ccccc3)CC12 (stereo not drawn)	-1	11

Other entries
SMILES	Pf apPOL block	mHTT CaM bind
O=S(=O)(Nc1ccc(Cn2cncn2)cc1)c1ccc(F)c(F)c1	-3	6
CS(=O)(=O)c1cccc(-c2nnc(NC(=O)CN3C(=O)c4ccccc4C3=O)o2)c1	1	5
CCC(=O)N1CCc2cc(Br)cc(S(=O)(=O)N3CCC(C)CC3)c21	-1	1
Cc1ccc(-n2ncc3c(NCCC4=CCCCC4)ncnc32)c(C)c1	-3	4
Cc1nsc(-c2ccc(Cl)cc2)n1	-5&1	x
CCNC(=O)c1cc(N2CCCC2)nc2ccccc12	1	-4
O=C(CO)c1c[nH]c2ccccc12	1	-6
O=C1CCCC(=O)N1c1ccc(N2CCN(c3cccc(C(F)(F)F)c3)CC2)c([N+](=O)[O-])c1	-17	13
CC(C)(C)c1ccc(C(=O)Oc2c(Cl)cncc2Cl)cc1	0	x
O=S(=O)(NCCC1CC1(Cl)Cl)c1ccc(Cl)cc1 (stereo not drawn)	-8	x
O=C1Nc2cc(Cl)c(Cl)cc2N(O)N1c1ccc(Cl)cc1	4	5
Cc1ccc2c(c1)c1c3n2CCN(C=O)C3CCC1 (stereo not drawn)	-5	39
COc1ccc(CN2C(=O)CSC2c2ccccn2)cc1 (stereo not drawn)	-14	x
CCOC(=O)c1ccc(NC(=O)Cn2nc3c(cc2=O)CN(C(=O)OCC)CC3)cc1	-5	7
CC1=C(C(=O)Nc2cccnc2)C(c2ccccc2)n2nc(SCc3ccccc3)nc2N1 (stereo not drawn)	-5	2
Cn1c(=O)c(-c2nc(-c3ccccc3F)no2)c(O)c2ccccc21	-3	-8
Cc1cc(C)cc(N2CCN(C(=O)c3ccc(Cl)c(Cl)c3)C(C)C2=O)c1 (stereo not drawn)	0	33
COC(=O)C(C)Oc1ccc2c(c1C)OC(=Cc1ccc(OC)cc1)C2=O (stereo not drawn)	-11	39
CCc1nc(C)cn1S(=O)(=O)c1cc(C)c(Br)cc1C	-11	-5
O=C(O)CCCC(=O)Nc1ccc(N2CCOCC2)c(C(=O)O)c1	3	-5
O=C(Nc1c2c(nn1-c1cccc(Cl)c1)CS(=O)C2)c1ccco1 (stereo not drawn)	0	-1
Cc1cccc(CC(=O)N2CC3CC(NC(=O)c4cccnc4)C2C3)c1 (stereo not drawn)	0	2
CC(=O)c1ccc(C#CCOC(=O)Nc2ccc(Cl)cc2)s1	7	x
FC(F)(F)c1nc2ccccc2[nH]1	-1&1	x
Cc1ccc(C2=N/C(=C/c3ccc(C(C)C)cc3)C(=O)O2)cc1	-1	-1
Cc1ccc(NC(=O)CSc2nc3c(c(=O)n2-c2ccc(Cl)cc2)SCC3)c(C)c1	0	-2
CC(=O)c1cccc(NC(=O)c2c(C)nn3c([N+](=O)[O-])c(C)[nH][n+]23)c1	-10	-5
Cc1ccc(NC(=O)N2CCc3nc(-c4ccc(F)cc4)ncc3C2)cc1F	1	-15
COc1cccc(NC(=O)c2ccccc2NC(=O)CCC(=O)O)c1	-16	4
Cc1cccc(NC(=O)CSc2nc3c(c(=O)n2Cc2ccccc2)SC(C)C3)c1C (stereo not drawn)	5	12
O=C(Nc1ccon1)c1ccccc1Cl	1	4
COc1ccc(NC(=O)c2cccc(Cn3cc(Br)cn3)c2)cn1	20	-1
CCC(C)NC(=O)N1CCCC(CNC(=O)C(C)C)C1 (stereo not drawn)	-2	-2
Cc1ccc(C(=O)N2CCC3(CC2)NC(=O)N(Cc2ccc(F)cc2)C3=O)cc1	-4	-2
Cc1cc(C)cc(N2C(=O)CSC2c2ccccc2Br)c1 (stereo not drawn)	-1	-22
CCOc1ccc(C2(c3ccc(O)cc3)CCCCC2)cc1	-2	86*
CC1(O)N(CCOC23CC4CC(CC(C4)C2)C3)C(=O)OC12CCCCC2 (stereo not drawn)	-1	0
CCOC(=O)c1cc(CSc2n[nH]c(=O)n2-c2ccccc2C(F)(F)F)on1	-4	x
Cc1oc(C2CCN(S(=O)(=O)c3ccccc3F)CC2)nc1C(=O)N1CCCCC1	-2	0
CC1CCCN(CCCNC(=O)CC2CCN(S(=O)(=O)c3cccs3)CC2)C1 (stereo not drawn)	-4	-3
CC12CCC(C(=O)N(CC(O)CN3CCCCC3)C1=O)C2(C)C (stereo not drawn)	-3&0	-4&2
O=C1CSC(=S)N1N=Cc1cccnc1	12	x
Cc1cccnc1NS(=O)(=O)c1ccc2[nH]c3c(c2c1)CCCC3	-6	12
COc1cccc(CNc2ncccn2)c1OC	-2	4
CN(C)c1cccc(C(=O)Nc2cc(F)c3[nH]c(=O)ccc3c2)c1	2	-5
Cc1ccc(C)c(NC(=O)N2CCCC2c2cccc(F)c2)c1 (stereo not drawn)	-6	-1
O=S(=O)(Cc1ccccc1Cl)N1CCc2nc(-c3ccc(F)cc3)ncc2C1	3	-2
Cc1cccc(COc2ccc(C3CC(=O)Nc4n[nH]c(C)c43)cc2)c1 (stereo not drawn)	4	-3
Cc1ccccc1N(C)C(=O)c1ccc2c(c1)N(S(C)(=O)=O)CC2	5	1
C=CCNC(=O)C1Cc2ccc(OC)cc2N2CCN(c3ccc(F)cc3)CC12 (stereo not drawn)	-1	13
CC1(C)CC(=O)c2c(nc(Cc3ccccc3)c3[nH]c4ccccc4c23)C1	-2	-34
COC(=O)c1cc(OC)c(OC)cc1[N+](=O)[O-]	-4	x
CC(C)Oc1ccc(Cc2c(O)nc(N)[nH]c2=O)cc1	4	5

Gathered by group: those above containing an aryl methoxy group (23)
SMILES	Pf apPOL block	mHTT CaM bind
CCSc1nc(O)cc(=O)n1-c1ccc(OC)cc1	-1	6
COc1ccc(N(CC(=O)Nc2ccc(Br)cc2)S(C)(=O)=O)cc1OC	-5	5
COc1ccccc1C1CCN(C(=O)C(C)N2CCN(c3ccc(C(F)(F)F)cn3)CC2)CC1 (stereo not drawn)	-18	x
COc1ccc(S(=O)(=O)N(Cc2ccsc2)Cc2ccco2)cc1Cl	-4	-9
COc1ccc(OC)c(-c2n[nH]c(C)c2NC(=O)C(C)C)c1	1	9
COc1ccc(Cl)cc1NC(=O)Cn1nc([N+](=O)[O-])cc1C	0&-3	1&-3
COc1ccc2nc(N3CCCC(C(=O)NCCc4ccccc4)C3)[nH]c2c1 (stereo not drawn)	-8	15
CCOc1ccc(C2CC(=O)C3=C(C2)Nc2ccccc2NC3c2cccc(O)c2)cc1OC (stereo not drawn)	-7	16
COc1cc(COCC2CCN(C(=O)C34CC5CC(CC(C5)C3)C4)CC2)cc(OC)c1	-8	-9
COc1ccccc1NC(=O)C1=C(C)NC(=O)NC1c1cccs1 (stereo not drawn)	2&-2	-12&-10
CCn1cc2c3c(cccc31)CN(C(=O)NCc1ccc(OC)cc1)CC2	-4	23
CCOC(=O)c1ccc(OCC2c3cc(OC)c(OC)cc3CCN2C(=O)C2CC2)cc1 (stereo not drawn)	-2	23
COc1cccc(NC(=O)C(=O)NCC(C)O)c1 (stereo not drawn)	-6	-1
COc1ccc(C2SCCN2S(=O)(=O)c2ccc([N+](=O)[O-])cc2)cc1 (stereo not drawn)	12	-6
CCc1ccc(NC(=O)N2CCCC2c2nc(-c3ccccc3OC)no2)cc1 (stereo not drawn)	-1	4
CCC(=O)N1CCCn2nc(-c3cccc(OC)c3)cc2C1	-3	-8
COc1ccc(CN2C(=O)CSC2c2ccccn2)cc1 (stereo not drawn)	-14	x
COC(=O)C(C)Oc1ccc2c(c1C)OC(=Cc1ccc(OC)cc1)C2=O (stereo not drawn)	-11	39
COc1cccc(NC(=O)c2ccccc2NC(=O)CCC(=O)O)c1	-16	4
COc1ccc(NC(=O)c2cccc(Cn3cc(Br)cn3)c2)cn1	20	-1
COc1cccc(CNc2ncccn2)c1OC	-2	4
C=CCNC(=O)C1Cc2ccc(OC)cc2N2CCN(c3ccc(F)cc3)CC12 (stereo not drawn)	-1	13
COC(=O)c1cc(OC)c(OC)cc1[N+](=O)[O-]	-4	x
